TDP43 rescue – qHTS of TDP-43 Inhibitors. AID 652104, 2013. 410,000 compounds, 1.8% hits. Potency, µM (doses to about 46.1 µM), without a hit: at the top dose growth rescue (activation), usual class: activators. TDP-43 expressing yeast growth rescue, BacTiter-Glo, 24 h; also: % of control where 0% means no effect; nearly all actives have a fitted effect of over 50% in size
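Yeast expressing TDP-43 (pregrown in raffinose, seeded at OD600=0.02 in galactose medium) exposed to compounds 24 hr at 30 deg C. Growth read by BacTiter-Glo luminescence; rescue of toxicity appears as increased signal.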
EPAC1 agonist – qHTS for Agonist of cAMP-regulated guanine nucleotide exchange factor 3 (EPAC1): primary screen; AID 720707, 2013; Rap guanine nucleotide exchange factor 3 (Homo sapiens), O95398; Potency, µM (series often up to 154 µM), without a hit: at the top dose activation, usual class: activators; 360,000 compounds, 0.073% hits; EPAC1 agonist qHTS, biochemical assay; response scale: 100% = response to 6.5 mM cAMP; also: nearly all actives have a fitted effect of over 60% in size
Target sequence (O95398 whole entry, looked up): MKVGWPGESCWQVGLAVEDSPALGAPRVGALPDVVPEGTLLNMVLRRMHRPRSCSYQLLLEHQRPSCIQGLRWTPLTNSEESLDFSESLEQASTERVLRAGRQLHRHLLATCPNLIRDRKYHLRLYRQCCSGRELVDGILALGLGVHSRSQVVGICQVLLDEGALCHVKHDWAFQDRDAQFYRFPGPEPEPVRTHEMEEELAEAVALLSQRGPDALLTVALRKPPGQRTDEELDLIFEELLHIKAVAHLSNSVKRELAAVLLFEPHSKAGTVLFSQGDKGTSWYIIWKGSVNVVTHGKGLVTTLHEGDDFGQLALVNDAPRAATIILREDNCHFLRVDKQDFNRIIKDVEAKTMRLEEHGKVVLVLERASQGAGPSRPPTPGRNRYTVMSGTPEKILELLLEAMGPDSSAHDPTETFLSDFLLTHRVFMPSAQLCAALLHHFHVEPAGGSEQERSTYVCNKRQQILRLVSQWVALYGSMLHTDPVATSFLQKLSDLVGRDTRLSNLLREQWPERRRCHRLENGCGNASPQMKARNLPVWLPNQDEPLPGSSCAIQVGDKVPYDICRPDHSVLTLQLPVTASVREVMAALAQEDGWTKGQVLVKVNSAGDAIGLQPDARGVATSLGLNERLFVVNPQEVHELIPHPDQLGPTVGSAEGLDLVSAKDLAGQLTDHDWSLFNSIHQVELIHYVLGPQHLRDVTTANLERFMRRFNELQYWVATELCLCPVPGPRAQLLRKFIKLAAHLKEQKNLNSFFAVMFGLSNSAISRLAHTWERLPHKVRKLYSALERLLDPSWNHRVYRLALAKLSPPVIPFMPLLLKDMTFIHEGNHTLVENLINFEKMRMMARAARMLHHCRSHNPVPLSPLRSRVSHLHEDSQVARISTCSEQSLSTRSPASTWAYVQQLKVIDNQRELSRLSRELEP
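Compounds were pinned as a concentration titration into mixtures of EPAC1 (100 nM), BODIPY-GDP-loaded Rap1B (250 nM) and GDP (50 uM). After 5 min at room temperature, fluorescence was followed for 30 min; activity was scaled to 6.5 mM cAMP.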
EPAC2 antagonist – qHTS for Antagonist of cAMP-regulated guanine nucleotide exchange factor 2 (EPAC2): primary screen. Rap guanine nucleotide exchange factor 4 (Homo sapiens), Q8WZA2. EPAC2 GEF exchange of Rap1B-BODIPY-GDP, fluorescence. Potency, µM (titrated, usually from 114 µM), for the others: at the top dose activity, negative = inhibition, hits mostly inhibitors. 360,000 compounds, 0.18% hits. AID 720708, 2013; also: % is scaled to controls: 0 for no effect and ±100 for the full control effect; nearly all actives have a fitted effect of over 45% in size; many of its hits are not listed in these tables
PTHR1 ag – qHTS for PTHR1 Agonists: Primary Screen; Parathyroid hormone/parathyroid hormone-related peptide receptor (Homo sapiens), Q03431; Potency, µM (series often up to 115 µM), inactives show at the highest dose activation, most hits filed as activators; 410,000 compounds, 0.075% hits; HEK293 GP2 PTHR1 cells, GloSensor cAMP luminescence, 1 h; also: nearly all actives have a fitted effect of over 55% in size; some results filed as inactive show a strong effect at the top dose; inactives centre near -15; many of its hits are not listed in these tables
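HEK-293-derived GP2 cells expressing PTHR1 and a GloSensor cAMP reporter, 3,000/well, plated overnight, given luciferin plus IBMX (each 0.5 mM as added) for 1 h at 37 °C, then compound for 1 h at 37 °C. Luminescence was read after 15 min at room temperature.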
EPAC2 agonist – qHTS for Agonist of cAMP-regulated guanine nucleotide exchange factor 4 (EPAC2): primary screen; Rap guanine nucleotide exchange factor 4 (Homo sapiens), Q8WZA2; EPAC2 activation, biochemical qHTS; response scale: 100% = 6.5 mM cAMP response; Potency, µM (doses to about 154 µM), inactives show at the highest dose activation, usual class: activators; 360,000 compounds, 0.079% hits; AID 720711, 2013; also: nearly all actives have a fitted effect of over 50% in size
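Setup: EPAC2 100 nM, labeled Rap1B complex 250 nM, free GDP 50 uM. Compound titrations pinned in, brief spin, 5 min room temperature incubation. Kinetic fluorescence read over 30 min, normalized to 6.5 mM cAMP.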
EPAC1 antagonist – qHTS for Antagonist of cAMP-regulated guanine nucleotide exchange factor 3 (EPAC1): primary screen; Rap guanine nucleotide exchange factor 3 (Homo sapiens), O95398; EPAC1 GEF assay, Rap1b-BODIPY-GDP exchange fluorescence; 360,000 compounds, 0.14% hits; Potency, µM (highest dose often 115 µM), for inactives: at the top dose activity change, negative = inhibition, actives largely listed as inhibitors;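 also: plate controls were vehicle for no effect and positive control for full effect; nearly all actives have a fitted effect of over 50% in size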
aSyn yeast inh – qHTS of alpha-syn Inhibitors. Yeast expressing alpha-synuclein, growth rescue, BacTiter-Glo, 24 h. Potency, µM (highest dose often 46.1 µM), for inactives: at the highest dose growth rescue (activation), usual class: activators. 370,000 compounds, 0.14% hits. AID 652106, 2013; also: % of control where 0% means no effect; nearly all actives have a fitted effect of over 65% in size
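Galactose-induced alpha-syn yeast (OD600=0.02, raffinose-pregrown) + pinned cpd, 24 hr, 30 deg C; growth by BacTiter-Glo luminescence. Growth restoration scores as activation.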
FUS yeast rescue – qHTS for Suppressors of FUS Proteinopathy: Primary screen using FUS-linked yeast assay; S. cerevisiae FUS-expressing, growth rescue, OD600, 24 h; Potency, µM (highest dose often 76.6 µM), for the others: top-dose growth rescue (activation), usual class: activators; 390,000 compounds, 0.24% hits;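 also: plate controls were DMSO vehicle for no effect and reference control for full effect; nearly all actives have a fitted effect of over 55% in size; some results filed as inactive show a strong effect at the top dose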
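FUS-expressing yeast, raffinose-pregrown, induced in 2% galactose minimal medium at OD 0.005; compounds in a dilution series, 24hr at 30C. Growth restoration read as absorbance at 600 nm. CP55940 positive control, DMSO negative.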
Starred values were filed as active, the others as inactive; i = inactive; ? = inconclusive; nt = not tested or not shown; & = joins results of further samples; [ ] = dose if it differs, or a comment. Calls follow the shape of the dose curve; as a rule, active = well fitted curve in the direction sought with a large enough effect; inconclusive = small, poorly fitted or top-dose-only effect, or another doubt; inactive = no such curve, though single readings can be large; an effect the other way counts as inactive or inconclusive. Potency is read from the fitted curve at half-maximal effect.

SMILES | TDP43 rescue | EPAC1 agonist | EPAC2 antagonist | PTHR1 ag | EPAC2 agonist | EPAC1 antagonist | aSyn yeast inh | FUS yeast rescue
O=C(O)CCCCn1c(SCC(=O)Nc2ccccc2C(F)(F)F)nc2ccsc2c1=O | -34%&11%[inhibitor] | 9% | 19% | -6%&-16% | 12% | -9% | -1% | 36%&-4%
Cc1cccc(C)c1NC(=S)NC(C)(C)CO | -1% | -3% | -20% | i | 2% | -11% | 0% | 8%
CC(=O)N1CCCN(Cc2cn(-c3ccc(C)cc3)nc2-c2ccc(F)cc2)CC1 | nt | 2% | -5% | i | 9% | -26% | 2% | 5%
CCOC(=O)N1CCN(C(=O)C[C@@H]2C[C@@]3(C(=O)OC)CCCCC=C3N(Cc3ccccc3)C2=O)CC1 | 6% | -1% | 8% | i | 14% | 4% | -2% | 27%
CC(C)(C)c1cc[n+](CC(=O)Nc2cc(C(F)(F)F)ccc2N2CCOCC2)cc1 | 14% | 2% | 6% | -15% | 14% | -1% | 2% | 14%
COC(=O)C[C@@H]1C=C[C@H](NC(=O)c2cnccn2)[C@@H](CO)O1 | 23% | 6% | 2% | i | 5% | -5% | 0% | -5%
COc1cc(C(=O)c2ccccc2)c(OC)cc1C(=O)Nc1ccc(O)cc1 | -19%[0.397 µM] | 3% | -24% | 0% | 9% | -21% | -3% | 10%
Cc1cccc(-c2nsc(SCC(=O)NCc3ccco3)n2)c1 | ? | 0% | 6% | i | -6% | 4% | 1% | 27%
COc1ccc2c(C)c(C(=O)O)oc2c1 | 28% | 0% | 15% | i | 2% | -1% | -1% | 13%
O=C(CN1C(=O)C(=O)N(C2CCCC2)C1=O)Nc1ccccc1OC(F)F | ? | 0% | 4% | 19% | 4% | -1% | 1% | -10%

In the list so far, these have sulfur:
SMILES | TDP43 rescue | EPAC1 agonist | EPAC2 antagonist | PTHR1 ag | EPAC2 agonist | EPAC1 antagonist | aSyn yeast inh | FUS yeast rescue
O=C(O)CCCCn1c(SCC(=O)Nc2ccccc2C(F)(F)F)nc2ccsc2c1=O | -34%&11%[inhibitor] | 9% | 19% | -6%&-16% | 12% | -9% | -1% | 36%&-4%
Cc1cccc(C)c1NC(=S)NC(C)(C)CO | -1% | -3% | -20% | i | 2% | -11% | 0% | 8%
Cc1cccc(-c2nsc(SCC(=O)NCc3ccco3)n2)c1 | ? | 0% | 6% | i | -6% | 4% | 1% | 27%

New compounds follow
SMILES | TDP43 rescue | EPAC1 agonist | EPAC2 antagonist | PTHR1 ag | EPAC2 agonist | EPAC1 antagonist | aSyn yeast inh | FUS yeast rescue
O=S(=O)(Nc1cccc(-c2ccc3nncn3n2)c1)c1cccc(F)c1 | 5% | -13% | 12% | -1% | -4% | -13% | -3% | -3%
COc1ccc(C(=O)NCc2ccncc2)cc1S(=O)(=O)NCc1ccc(Cl)cc1 | 8% | 3% | 5% | i | 14% | 11% | 6% | -13%
COC(=O)COc1ccc(S(=O)(=O)N2CCc3ccccc3C2)cc1 | -3% | 17% | 1% | -7% | 18% | -2% | 18% | -3%
NCCCC[C@@H](C(=O)NCCCCCCCCCCC(=O)N1CCNCC1)n1cc(CCO)nn1 | -7% | 6% | 4% | -11% | 9% | -2% | -1% | -6%
CN(CC(=O)Nc1ccc(OC(F)(F)F)cc1)C(=O)Cn1c(=O)cnc2ccccc21 | 11% | -7% | 12% | -28% | 3% | -22% | -11% | 3%
O=S(=O)(Nc1ncccn1)c1ccc(Cl)cc1 | 20% | 18% | 5% | -32%[inhibitor] | 10% | 15% | 0% | -12%
O=C(OCc1nnc(-c2ccccc2)o1)c1cc(S(=O)(=O)N2CCOCC2)ccc1F | 17% | 1% | -3% | i | 9% | 11% | 0% | 21%
COCc1cc(=O)[nH]c(/N=C(\N)Nc2cccc(Cl)c2)n1 | 11% | -1% | 2% | i | -5% | 6% | 1% | -6%
O=C(ON=C1CCSCC1)c1ccccc1 | 0% | 6% | 0% | i | 1% | 16% | -8% | 2%
CCOC(=O)c1ccccc1NC(=O)c1ccc(NS(C)(=O)=O)cc1 | -4% | 0% | 0% | -3%[57.5 µM] | -9% | -2% | -1% | 2%
Cn1c(NCc2cccnc2)nc2cc(-c3ccc(F)cc3)sc2c1=O | 17% | -5% | -1% | -5% | 5% | -6% | 4% | -18%
CCCCC(=O)Nc1ccc(NC(=O)c2ccc([N+](=O)[O-])cc2)cc1OC | 15% | -1% | 0% | i | 1% | -17% | 1% | nt
O=c1cc(N2CCN(c3ccc(F)cc3)CC2)[nH]c(=O)n1Cc1ccc(F)cc1 | 13% | -1% | -1% | -12% | -11% | ? | ? | -11%
COC(=O)C(C)NC(=O)C1CCCN1S(=O)(=O)c1cc(C)c(Cl)cc1C (configuration not stated) | 4% | 1% | -1% | 8%[57.5 µM] | 0% | -2% | 4% | 4%
CN(/C=C/c1c([N+](=O)[O-])c(=O)n(C)c(=O)n1C)c1ccccc1 | 6%[9.22 µM] | 9% | 12% | i | 6% | -3% | 6% | 9%
O=C(NC1CCCc2ccccc21)C12CC3CC(CC(O)(C3)C1)C2 (configuration not stated) | 3% | 9% | 0% | -7% | 4% | -2% | 1% | -7%
COC(=O)c1cc(S(=O)(=O)NCCc2ccc(C)cc2)c[nH]1 | 7% | 3% | -5% | -20% | 6% | -7% | 0% | -12%
CCOc1ccccc1N1CCN(C(=S)NCc2ccc(Cl)cc2)CC1 | 18% | 6% | -19% | -54%[inhibitor] | 9% | -1% | 13% | ?
O=C(C[C@@H]1C/C=C\CC[C@H](Cc2ccc(F)cc2)C(=O)OC[C@@H]2CCCN2C1=O)NCCO | 18% | -27% | 24% | -1% | 3% | 11% | 0% | 10%
CC(NS(=O)(=O)c1ccc2c(c1)oc(=O)n2C)c1ccccc1 (configuration not stated) | 12% | 8% | 1% | -2% | 13% | 9% | -6% | 0%

5 compounds from above with just EPAC2 antagonist:
SMILES	EPAC2 antagonist
Cn1c(NCc2cccnc2)nc2cc(-c3ccc(F)cc3)sc2c1=O	-1%
O=c1cc(N2CCN(c3ccc(F)cc3)CC2)[nH]c(=O)n1Cc1ccc(F)cc1	-1%
CCOc1ccccc1N1CCN(C(=S)NCc2ccc(Cl)cc2)CC1	-19%
O=C(NC1CCCc2ccccc21)C12CC3CC(CC(O)(C3)C1)C2 (configuration not stated)	0%
COC(=O)c1cc(S(=O)(=O)NCCc2ccc(C)cc2)c[nH]1	-5%

The list goes on.
SMILES | TDP43 rescue | EPAC1 agonist | EPAC2 antagonist | PTHR1 ag | EPAC2 agonist | EPAC1 antagonist | aSyn yeast inh | FUS yeast rescue
CCN1CCN(c2c(/C=C3\SC(=S)N(Cc4ccco4)C3=O)c(C)c(C#N)c(=O)n2C)CC1 | -11% | 20% | 30% | -2% | 11% | 34%[activator] | 0% | 22µM*
O=C(CN1C(=O)CSC1=O)N1CCCC(Nc2ccc(F)cc2)C1 (configuration not stated) | 5% | 2% | -8% | 11% | -1% | 8% | -4% | 37%
O=[N+]([O-])c1ccc2nc(-[n+]3c(-c4ccccc4)cc(-c4ccccc4)cc3-c3ccccc3)[nH]c2c1 | 3% | 24% | -5% | -10% | 9% | -23% | -6% | nt
CC1=[N+](CC(=O)NC(C)(C)C)CCc2ccccc21 | -15% | 0% | 6% | i | -1% | 11% | 4% | 7%
Nc1cccc(NC(=O)CN2CCOCC2)c1 | -24% | -7% | 0% | i | 3% | 0% | 0% | -11%
Cc1cccc2c1cnn2C(=O)CCC(=O)NCc1ccc(F)cc1 | 10% | 11% | 5% | 4% | 8% | ? | 1% | -18%
COc1cccc(CNC(=O)CCc2nc3cc(S(=O)(=O)N4CCOCC4)ccc3n2C)c1 | 0% | -4% | 6% | i | 8% | 0% | -11% | -5%
CC(C)NC(=O)C1(C)CCN1C(=O)C1(c2ccccc2)CC1 (configuration not stated) | 0% | -2% | 7% | i | 6% | -6% | -5% | -10%
COc1ccc2[nH]c(=O)c(COC(=O)c3ccco3)cc2c1 | 4% | 0% | 6% | i | -4% | 0% | 4% | 13%
CCn1c(CC(=O)Nc2ccc(C)c(Cl)c2)nnc1SCCOc1ccc(OC)cc1 | -24% | 2% | -1% | -55%[inhibitor] | 12% | -4% | 7% | 10%
COc1ccc(CCNC(=O)CN(c2ccccc2)S(C)(=O)=O)cc1 | -3%[9.22 µM] | 10% | 0% | i | 13% | -4% | 2% | 19%
CCOc1ccc(NC(=O)c2ccccc2O)cc1 | -47%[inhibitor] | 2% | 12%[57.1 µM] | -9%[57.5 µM] | -7% | 1% | -35%[inhibitor] | -9%
C=CCn1c(SCC(=O)c2cccs2)nc2sc(C)c(C)c2c1=O | -16% | 6% | -4% | 0% | -5% | 4% | -1% | 25%
CN1CCN(C(=S)Nc2cccc(C(F)(F)F)c2)CC1 | 5% | 2% | 8% | -19% | 5% | 0% | -5% | -16%
CC1=C(C(=O)N(C(C)C)C(C)C)CC(CC(=O)NCc2cccc3ccccc23)C(=O)N1CCCN1CCCC1=O (configuration not stated) | 10% | 11% | 6% | -5% | 4% | -6% | 4% | 22%
Cc1ccc(/C(O)=C2/C(=O)C(=O)N(c3ccccn3)C2c2ccc(F)cc2)cc1 (configuration not stated) | -24% | 3% | -3% | i | -9% | 9% | -2% | 0%
O=C(NCc1ccc(OC(F)(F)F)cc1)c1cccc2c1C(=O)c1ccc(N3CCCC3)cc1S2(=O)=O | -1% | 8% | 79µM* | i | 100µM* | -9% | -2% | -14%
Cc1cc(-c2nnc(SCC(=O)Nc3ccc(S(N)(=O)=O)cc3)n2N)n[nH]1 | -23% | 6% | 6% | -3% | 12% | ? | -4% | 20%
Cc1ccc2nc3sc(C(=O)N4CCCc5ccccc54)c(N)c3cc2c1 | -5% | 14% | ? | i | 23% | -6% | 0% | 28%
Cc1nn(C)c(NC(=O)c2ccc(Cl)cc2Cl)c1Br | 29% | 8% | -9% | -22% | 1% | -7% | 1% | -26%

The list is partial. The share of hits here may be higher or lower than overall.
